Source: PubChem BioAssay (Sanford-Burnham Center for Chemical Genomics)
HT1080 cytotoxicity – HT1080 cell viability loss – fluorescence readout (AID 620); HT1080 viability, fluorescence; higher % means a stronger effect; cytotoxicity, % at 10 µM, or EC50 in µM where a hit was titrated; 0.42% of 87,000 active; in the data active = cytotoxicity above about 50%;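 also: cells exposed to compound overnight then 4 h with Alamar Blue; 0% = vehicle DMSO and 100% = killing control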
Starred values were filed as active, the others as inactive. This is a subset; the hit share may differ from the screen's.

A first look, 6 compounds:
item | smiles | HT1080 cytotoxicity
1 | COC(=O)c1ccc(C23CC4(C2)[C@H](CN(Cc2ccc(C(F)(F)F)cc2)[C@@H]4c2ccccc2)C3c2ccc(Cl)nc2)cc1 (stereo partly specified) | -4.5%
2 | Oc1ccccc1/C=N/n1cnnc1 | -5.7%
3 | O=C(CCl)N(c1ccc(Cl)cc1)c1c[nH]c2ccccc12 | 100.1%*
4 | O=C(NCCN1CCN(Cc2ccccc2Cl)CC1)Nc1ccccc1 | 2.7%
5 | CCOc1ccc(Nc2nc(Cc3nnc(SCC(=O)N(CC)CC)n3C)cs2)cc1 | 15.0%
6 | Cc1ccc(C(=O)c2ccc([N+](=O)[O-])cc2)c(C)c1 | 13.3%

Results, previewed entries included:
item | smiles | HT1080 cytotoxicity
1 | COC(=O)c1ccc(C23CC4(C2)[C@H](CN(Cc2ccc(C(F)(F)F)cc2)[C@@H]4c2ccccc2)C3c2ccc(Cl)nc2)cc1 (stereo partly specified) | -4.5%
2 | Oc1ccccc1/C=N/n1cnnc1 | -5.7%
3 | O=C(CCl)N(c1ccc(Cl)cc1)c1c[nH]c2ccccc12 | 100.1%*
4 | O=C(NCCN1CCN(Cc2ccccc2Cl)CC1)Nc1ccccc1 | 2.7%
5 | CCOc1ccc(Nc2nc(Cc3nnc(SCC(=O)N(CC)CC)n3C)cs2)cc1 | 15.0%
6 | Cc1ccc(C(=O)c2ccc([N+](=O)[O-])cc2)c(C)c1 | 13.3%
7 | CC(=O)Nc1nnc(SCc2ccccc2F)s1 | -12.8%
8 | CSc1nc2ccc(Cl)cc2[nH]1 | 11.7%
9 | O=C(O)CCCNC(=O)Nc1ccccc1 | -9.0%
10 | Cc1nc2cc(C(=O)O)ccc2n1C1CCCCC1 | -15.4%
11 | O=C(Nc1ccccc1)c1cc(-n2cnnc2)ccc1Cl | -8.0%
12 | Cc1ccc(C(=O)C2C(=O)c3ccccc3C2=O)cc1 | -17.0%
13 | COC(=O)Cc1c(C)nc2nc(NCc3ccccc3OC)[nH]n2c1=O | -14.3%
14 | COc1cc(SC)ccc1C(=O)Nc1ccccc1 | 8.9%
15 | COC(=O)c1ccc(/C=N/OCC(=O)NC2CCCC(C)C2C)cc1 (stereo unspecified) | 4.0%
16 | CCCN(CCC)C(=O)c1c(NC(=O)CC)sc2c1CCCCC2 | 5.0%
17 | O=C(CSc1nnnn1-c1cccc(F)c1)Nc1nc2ccccc2s1 | 6.2%
18 | S=c1[nH]nc(-c2cccnc2)n1-c1ccccc1 | -1.5%
19 | CCOC(=O)C1=C(C)NC2=C(C(=O)CC(C)(C)C2)C1c1ccsc1 (stereo unspecified) | -12.9%
20 | COc1ccccc1-c1cc(C(=O)NCCc2ccccc2)no1 | 0.6%
21 | OCCN(Cc1ccccc1)Cc1cccc(Cl)c1Cl | -4.2%
22 | CNC(=O)c1[nH]cnc1C(=O)Nc1ccccc1OC | -11.4%
23 | CCNc1nc(Oc2ccc(=O)[nH]n2)nc(N2CCOCC2)n1 | 5.1%
24 | CCOC(=O)c1cnc(SCC(C)C)nc1N | -22.5%
25 | CCCCn1c(=O)[nH]c(=O)c2c1nc(-c1ccc(-c3ccccc3Br)o1)n2CCOC | 12.0%

item | smiles | HT1080 cytotoxicity
26 | COC(=O)C(NC(=O)COc1ccccc1)(Nc1nc2c(s1)CCCC2)C(F)(F)F (stereo unspecified) | -2.2%
27 | Cc1ccc(S(=O)(=O)Nc2cc(C(C)C)c(O)cc2C)cc1 | -9.9%
28 | O=C(Nc1cc(C(F)(F)F)ccc1N1CCOCC1)c1ccc[n+]([O-])c1 | 8.9%
29 | CCCCOc1ccc(S(=O)(=O)Nc2ccc(NC(C)=O)cc2)cc1 | -4.9%
30 | Cc1cccc(NC(=O)c2ccc(COc3ccc(Cl)cc3Cl)o2)n1 | -14.1%
31 | CCc1nnc2n1N=C(c1ccc(OC)cc1)CS2 | -11.3%
32 | CCC1CCCCN1C(=O)CN1C(=O)CSC1=O (stereo unspecified) | 13.4%
33 | CCCc1nc2ccccc2c(C(=O)OCC(=O)Nc2cccc(S(=O)(=O)N3CCOCC3)c2)c1CC | -12.9%
34 | CCCCC1C(C#N)=C(C)NC2=C1C(=O)CC(C)(C)C2 (stereo unspecified) | -11.2%
35 | Clc1cccc(NCc2nnc(SCc3ccc(Cl)cc3Cl)o2)c1 | -9.7%
36 | N#CC(c1ccccc1)c1ccc2c(C(F)(F)F)cc(C(F)(F)F)nc2n1 (stereo unspecified) | -4.8%
37 | COc1ccc2occ(C(=O)c3cccs3)c2c1 | -9.3%
38 | O=C(CN1C(=O)CC(c2ccccc2)=Nc2ccccc21)NCc1ccccc1 | 9.9%
39 | Cc1cc(C(C)(C)C)ccc1OCCn1ccnc1 | -10.7%
40 | C=C(Cl)COc1ccc2c(CCCC)cc(=O)oc2c1 | -5.2%
41 | CCOc1cc(C)c(-c2onc(C(F)(F)F)c2-c2csc(C)n2)c(O)c1 | -13.3%
42 | COc1ccc(/C=N/n2c(-c3ccco3)nc3ccccc3c2=O)cc1 | -1.6%
43 | CC1SC(c2ccc(Cl)cc2)NC1=O (stereo unspecified) | 8.9%
44 | Oc1ccccc1-c1cc(-c2ccco2)[nH]n1 | 6.9%
45 | CCCCn1c(/N=C/c2ccc3c(c2)OCO3)nc2ccccc21 | -10.0%
46 | CC(=O)NC1C(=O)Nc2c(C)cc(C)cc21 (stereo unspecified) | -12.4%
47 | CCCCNC(=O)COC(=O)c1cc(C)nc2ccccc12 | -8.7%
48 | COc1ccc(CSc2nnnn2-c2ccccc2)cc1 | -0.2%
49 | Cc1ccc2nc3c(cc2c1)c(NC(=O)c1ccccn1)nn3CC(C)C | 2.1%
50 | COCC(C)NCc1cccc(OC)c1OC (stereo unspecified) | -3.6%

Reformatted: results already given
27. Cc1ccc(S(=O)(=O)Nc2cc(C(C)C)c(O)cc2C)cc1
  HT1080 cytotoxicity: -9.9%
28. O=C(Nc1cc(C(F)(F)F)ccc1N1CCOCC1)c1ccc[n+]([O-])c1
  HT1080 cytotoxicity: 8.9%
29. CCCCOc1ccc(S(=O)(=O)Nc2ccc(NC(C)=O)cc2)cc1
  HT1080 cytotoxicity: -4.9%
30. Cc1cccc(NC(=O)c2ccc(COc3ccc(Cl)cc3Cl)o2)n1
  HT1080 cytotoxicity: -14.1%

(next part)
item | smiles | HT1080 cytotoxicity
51 | O=C(Nc1nccs1)C1Cc2ccccc2CN1S(=O)(=O)c1ccc(F)cc1 (stereo unspecified) | 4.5%
52 | Nc1ccc2c(c1)C(=O)C(=O)c1ccccc1-2 | 92.7%*
53 | C=C(C)CSc1nc2ncc(Cl)cc2[nH]1 | -13.6%
54 | Cc1ccc(N=C2CCCCCN2C)c(C#N)c1 | -1.1%
55 | O=C(Nc1cccnc1Cl)C1c2ccccc2Oc2ccccc21 | 28.2%
56 | O=C1C2C3C=CC(C3)C2C(=O)N1c1ccc(Cc2ccncc2)cc1 (stereo unspecified) | -5.2%
57 | Cc1nc2nc(-c3ccco3)[nH]n2c(=O)c1C | 15.8%
58 | C/C(=N\NC(=O)CC1N=C(Cc2ccccc2)NNC1=O)c1ccc(Cl)cc1Cl (stereo unspecified) | -17.5%
59 | COc1ccc(NC(=O)CCc2c(C)nc3nc(C)nn3c2C)cc1 | 10.9%
60 | CCC(Oc1ccccc1)C(=O)N1CCN(CC)CC1 (stereo unspecified) | -15.7%
61 | Cc1ccc(OCC(=O)Nn2cnnc2)c(Br)c1 | 13.4%
62 | COc1ccc(N(CC(=O)NCC2CCCO2)C(=O)CCC(=O)Nc2nccs2)cc1 (stereo unspecified) | -1.6%
63 | CCN1C(=O)/C(=C\N(C(C)=O)c2ccccc2)OC1=S | -0.2%
64 | COc1ccc(OC)c(NC(=O)C(CC(=O)O)Cc2ccc(Cl)cc2)c1 (stereo unspecified) | -8.7%
65 | O=C(N1CCCC1)C12CC3CC(CC(C3)C1)C2 | -23.1%
66 | Cc1cc(NC(=O)CCC(=O)N(CC(=O)NCC2CCCO2)Cc2ccc(F)cc2)no1 (stereo unspecified) | 6.4%
67 | CCCCNC(=O)C1c2ccccc2C(=O)N(c2ccc(OC)cc2)C1c1ccc(OC)cc1 (stereo unspecified) | 3.0%
68 | C=CCNC(=O)C(=O)c1cccn1-c1ccsc1C(=O)OC | 0.0%
69 | COc1ccc(N(C(=O)c2ccco2)C(C(=O)NC2CCCCC2)c2cccs2)cc1OC (stereo unspecified) | -12.4%
70 | O=C(CC12CC3CC(CC(C3)C1)C2)N1CCCC1 | -32.9%
71 | COc1ccc(C2=[N+]([O-])C(C)(C)N(O)C2C)cc1 (stereo unspecified) | -3.2%
72 | Cc1cc(Cl)c(S(=O)(=O)Nc2ccc3c(c2)OCO3)cc1OCC(=O)NC1CCCCC1 | 8.0%
73 | CCS(=O)(=O)c1ccc2oc(SCC(=O)NC34CC5CC(CC(C5)C3)C4)nc2c1 | 9.3%
74 | C=CCOC(=O)C1=C(C)Nc2[nH]c(=O)[nH]c(=O)c2C1c1cccc(OC)c1 (stereo unspecified) | -8.6%
75 | O=C1c2ccccc2C(=O)N1CCCc1nc(-c2ccccc2)no1 | -3.2%

item | smiles | HT1080 cytotoxicity
76 | COc1ccc2c(c1)NC(=O)CC(c1ccccc1)=N2 | -6.8%
77 | COc1ccc(-n2c(SCC(=O)NCCC(C)C)nc3ccsc3c2=O)cc1 | 8.2%
78 | O=C(CN1CCCCCC1)Nc1cccc(Br)c1 | -4.4%
79 | COc1cccc(CN(CC2CCCO2)S(=O)(=O)c2ccc(S(=O)(=O)NCC3CCCO3)cc2)c1OC (stereo unspecified) | -6.2%
80 | CCCCNC(=S)NNC(=O)c1cccnc1 | 2.2%
81 | CC(OC(=O)CN1C(=O)C2CCCCC2C1=O)C(=O)Nc1ncc(Cl)cc1Cl (stereo unspecified) | -18.0%
82 | Oc1ccc(Nc2nc(-c3ccc4ccccc4c3)cs2)cc1 | 53.6%*
83 | COc1ccccc1N1CCN(C(=O)c2cc3c(s2)CCC3)CC1 | -7.5%
84 | Cc1ccc(S(=O)(=O)N[C@H](C(=O)N2CCC3(O)CCCCC3C2)c2ccccc2)cc1 (stereo partly specified) | -32.7%
85 | Cc1cc(Nc2nc3ccccc3nc2Cl)n(-c2ccccc2C)n1 | 12.7%
86 | Cc1ccc(CN(c2ccc(C(=O)NCc3cccnc3)cc2)S(C)(=O)=O)cc1 | -10.2%
87 | Cc1cc(C2(c3cc(C)c(NC(=O)CN4CCOCC4)c(C)c3)CCCCC2)cc(C)c1NC(=O)CN1CCOCC1 | 22.0%
88 | COc1ccc2oc(C)c(C(=O)NN)c2c1 | 3.0%
89 | C=CCSc1nc2sc(C)c(C)c2c(=O)n1CC=C | -0.2%
90 | CCCCCCCCN=C1NC(=O)CS1 | -9.8%
91 | CCCCNC(=O)c1ccc(S(=O)(=O)c2ccc(Cl)cc2)c(NC(C)=O)c1 | 2.1%
92 | Cc1nc(SCC(=O)NCc2ccco2)[nH]c(=O)c1C | 6.7%
93 | C=CCn1c(CNC(=O)c2cccs2)nnc1SCC(=O)Nc1ccc(C(=O)O)cc1 | 1.9%
94 | CCN(CC)CCn1c2ccc(Cl)cc2c2nc(C)sc21 | -7.8%
95 | CC(C)(CNc1ccc([N+](=O)[O-])cc1Cl)CNS(C)(=O)=O | 6.1%
96 | Cc1cc(C)nc(NC(=O)CSc2nc3ccccc3s2)n1 | -3.5%
97 | CC(C)CCn1c(S(=O)(=O)O)nc2ccccc21 | 2.2%
98 | COc1c(S(=O)(=O)N2CCN(c3ccc(F)cc3)CC2)ccc(Cl)c1Cl | -1.3%
99 | O=C(CCN1C(=O)C2C3C=CC(C3)C2C1=O)Nc1ccc2ncccc2c1 (stereo unspecified) | 0.0%
100 | Clc1ccc2nc(CN3CCCCCC3)cn2c1 | -1.9%

item | smiles | HT1080 cytotoxicity
101 | O=C(CSc1ccccn1)N1CCN(c2cccc(Cl)c2)CC1 | -18.8%
102 | Cc1ccc(C(C(=O)NC(C)(C)C)N(Cc2cccs2)C(=O)c2csnn2)cc1 (stereo unspecified) | -4.3%
103 | COc1cc(/C=C(/C(=O)c2cccs2)c2nc3ccccc3[nH]2)cc(OC)c1O | 26.1%
104 | COC(=O)c1ccc(NC(=O)CSc2ccccn2)cc1 | 3.5%
105 | O=C(CCCCCN1C(=O)CCC1=O)Nc1ccc(Cl)c(C(F)(F)F)c1 | -1.2%
106 | Cc1nn(C)cc1C1Nc2ccccc2C(=O)N1O (stereo unspecified) | -12.0%
107 | COc1ccc(-c2cc(C(F)F)n3ncc(C(=O)N4CCN(C)CC4)c3n2)cc1 | 5.7%
108 | CC(=O)OC1=Cc2c(ccc3ccc(=O)oc23)OC1(C)C | -27.9%
109 | CC(C)c1ccc(C2C(C#N)=C(N)N3C(=C2C#N)Sc2ccccc23)cc1 (stereo unspecified) | -2.1%
